Screening data: PubChem BioAssay, National Center for Advancing Translational Sciences (NCATS)
Tau fibril FP = tau fibrillization inhibition (FP); P10636; K18 P301L tau heparin fibrillization, Alexa594 FP, 6 h; Potency, µM (top dose mostly 57.7 µM), for inactives: at the highest dose activity, negative = inhibition, most hits filed as inhibitors; hit rate 0.39% among 280,000; AID 1468; also: nearly all actives have a fitted effect of over 55% in size
Target sequence (P10636 561-689 P618L limits assumed): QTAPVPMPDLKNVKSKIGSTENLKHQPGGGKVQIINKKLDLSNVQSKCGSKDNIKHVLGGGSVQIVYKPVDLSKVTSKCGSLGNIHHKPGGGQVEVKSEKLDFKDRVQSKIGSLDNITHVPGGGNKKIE
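Human tau K18 […] P301L fragment, 15 uM unlabeled plus 0.24 uM Alexa 594-labeled tau (final), with compound and 20 uM heparin in 100 mM sodium acetate pH 7; 6 hr at 37 C, then Alexa 594 FP read.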
RECQ1 inh = inhibitors of human RECQ1 DNA helicase; RECQ1 DNA unwinding, red fluorescence kinetic read; Potency, µM (titrated, usually from 57.3 µM), for the others: at the top dose activity, negative = inhibition, actives largely listed as inhibitors; hit rate 0.54% among 240,000; AID 2549;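 also: plate controls were vehicle for no effect and no enzyme for full effect; nearly all actives have a fitted effect of over 30% in size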
Target sequence (P46063 whole entry, looked up): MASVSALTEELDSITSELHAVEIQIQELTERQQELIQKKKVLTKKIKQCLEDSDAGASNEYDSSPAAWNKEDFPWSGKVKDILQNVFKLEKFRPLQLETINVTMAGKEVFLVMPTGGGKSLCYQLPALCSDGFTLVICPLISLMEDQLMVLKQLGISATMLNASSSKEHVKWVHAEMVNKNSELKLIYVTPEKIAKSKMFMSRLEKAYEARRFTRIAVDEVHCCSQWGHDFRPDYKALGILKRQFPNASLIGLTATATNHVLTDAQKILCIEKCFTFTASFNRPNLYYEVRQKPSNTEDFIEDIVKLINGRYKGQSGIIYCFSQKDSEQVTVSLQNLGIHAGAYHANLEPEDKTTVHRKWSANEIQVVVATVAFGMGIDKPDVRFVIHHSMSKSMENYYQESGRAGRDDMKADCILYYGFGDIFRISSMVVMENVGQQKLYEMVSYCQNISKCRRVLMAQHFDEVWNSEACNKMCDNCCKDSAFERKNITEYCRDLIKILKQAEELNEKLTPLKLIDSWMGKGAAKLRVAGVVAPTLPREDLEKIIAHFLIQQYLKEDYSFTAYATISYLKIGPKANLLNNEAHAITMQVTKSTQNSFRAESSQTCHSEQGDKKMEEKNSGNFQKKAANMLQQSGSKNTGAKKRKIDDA
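50 nM RECQ1T1 preincubated 15 min with compound in Tris pH 8.0 buffer with MgCl2, DTT, Tween-20 and 2.5 ug/ml poly(dI-dC); started with 200 nM TAMRA/BHQ-2 forked duplex and 2 mM ATP. Unwinding read as fluorescence (525/598 nm), two reads 2 h apart.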
L3MBTL1 inh = blocks human L3MBTL1; Q9Y468; AlphaScreen L3MBTL1–H3K9me1 peptide binding; Potency, µM (highest dose often 57.1 µM), without a hit: at the top dose activity, negative = inhibition, hits mostly inhibitors; hit rate 0.66% among 230,000; also: nearly all actives have a fitted effect of over 60% in size
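L3MBTL1 (50 nM) pre-complexed 30 min with biotinylated H3(1-15)K9me1 peptide (75 nM), then compounds added for 30 min at room temperature; AlphaScreen streptavidin donor/nickel chelate acceptor beads (10 ug/mL final) read after 30 min dark incubation.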
JMJD2E inh = inhibitors of human JMJD2E histone demethylase. B2RXH2. JMJD2E catalytic domain, FDH-coupled NADH fluorescence (FDH is formaldehyde dehydrogenase). Potency, µM (highest dose often 57.1 µM), inactives show top-dose activity change, negative = inhibition, usual class: inhibitors. hit rate 1.6% among 230,000. AID 2147; active = well fitted inhibition curve with a large enough effect, not every such curve was filed as active; inconclusive = small, poorly fitted or top-dose-only effect, or another doubt; inactive = no such curve, though single readings can be large or run the other way;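 also: 0% = wells with enzyme and -100% = buffer wells without enzyme; nearly all actives have a fitted effect of over 50% in size; many of its hits are not listed in these tables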
TRb SRC2 PPI = TRbeta-SRC2 interaction inhibition | P10828 | TRbeta-SRC2 peptide binding, fluorescence polarization; receptor liganded with 1 µM T3 | Potency, µM (series often up to 106 µM), without a hit: at the highest dose activity change, negative = inhibition, actives largely listed as inhibitors | hit rate 0.065% among 280,000 | AID 1469;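 also: plate controls were bound peptide for no effect and peptide without receptor for full effect; nearly all actives have a fitted effect of over 50% in size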
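Human TRb ligand-binding domain (0.6 uM) is mixed with 20 nM Texas Red SRC2 peptide and 1 uM T3; after compound addition and 5 hr at ambient temperature, polarization is measured and normalized to unbound and bound controls.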
GoLoco inh red = inhibitors of human Gai1-RGS12 GoLoco interaction (red fluorophore). Gai1:RGS12 GoLoco peptide FP, rhodamine, 10 min. P63096. hit rate 0.44% among 230,000. Potency, µM (series often up to 61.6 µM), for inactives: top-dose activity, negative = inhibition, hits mostly inhibitors; active = well fitted inhibition curve with a large enough effect, not every such curve was filed as active; inactive = no such curve, though single readings can be large or run the other way; also: nearly all actives have a fitted effect of over 30% in size; many of its hits are not listed in these tables
TexasRed fluor = counter-screen for TRb-SRC2 inhibitors: fluorescence interference; TRb/SRC2 Texas Red total fluorescence interference; Potency, µM (series often up to 106 µM), without a hit: at the top dose fluorescence change, negative = quenching; hit rate 0.29% among 280,000; active = well fitted curve in either direction with a large enough effect; inconclusive = small, poorly fitted or top-dose-only effect
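Human TRβ ligand-binding domain (0.6 uM) and Texas Red SRC2 peptide (20 nM) in Tris buffer with 1 uM T3 and 5% DMSO were incubated with pinned compound for 5 hr at ambient temperature. Total fluorescence was computed as S + 2P (555/632 nm).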
Tau ThT inhib = tau fibrillization inhibition (ThT binding). AID 1460. Potency, µM (top dose mostly 57.4 µM), without a hit: at the highest dose activity, negative = inhibition, hits mostly inhibitors. hit rate 2.1% among 270,000. P10636. recombinant tau K18 P301L (four-repeat tau fragment), heparin-induced fibrillization, ThT fluorescence; also: nearly all actives have a fitted effect of over 55% in size
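K18 P301L tau (15 uM + 0.24 uM Alexa 594-tagged), heparin 20 uM, NaOAc pH 7, 6 h 37 C; ThT 30 uM, 1 h RT, ex 450/em 510 nm.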
* = called active by the depositor; [ ] = dose if it differs, or a comment. Unless noted, calls follow the shape of the dose curve; as a rule, active = well fitted curve in the direction sought with a large enough effect; inconclusive = small, poorly fitted or top-dose-only effect, or another doubt; inactive = no such curve, though single readings can be large; an effect the other way counts as inactive or inconclusive. Unless noted, % is scaled to controls: 0 for no effect and ±100 for the full control effect; potency is read from the fitted curve at half-maximal effect. An excerpt. The share of hits here may be higher or lower than overall.

`Cc1ccc(Nc2ncnc3c2cnn3-c2ccc(C)cc2)cc1` gave Tau fibril FP inconclusive, TRb SRC2 PPI 5%, TexasRed fluor -16% and Tau ThT inhib 5%.
`CO/N=C/c1cccn1-c1nccc(OC)c1C#N` gave Tau fibril FP -9%, RECQ1 inh -9%, L3MBTL1 inh 3%, JMJD2E inh 0%, TRb SRC2 PPI 1%, GoLoco inh red 2%, TexasRed fluor -1% and Tau ThT inhib 1%.
For O=C(O)c1cccc(-n2nnnc2SCc2ccccc2Cl)c1 the results were Tau fibril FP -3%, RECQ1 inh -10%, L3MBTL1 inh 6%, JMJD2E inh -4%, TRb SRC2 PPI 8%, GoLoco inh red 5%, TexasRed fluor -2% and Tau ThT inhib -4%.
CCOC(=O)CC1C(=O)NCCN1c1nc2c(C)cccn2c(=O)c1/C=C1\SC(=S)N(CC(C)C)C1=O (stereo unspecified) was read as Tau fibril FP -11%, RECQ1 inh inconclusive, L3MBTL1 inh -2%, JMJD2E inh -16%, TRb SRC2 PPI 11%, GoLoco inh red 160%[activator], TexasRed fluor -3% and Tau ThT inhib 10µM*.
Screening CCn1c(SCc2nc3ccccc3c(=O)[nH]2)nnc1-c1ccncc1 returned Tau fibril FP 5%, RECQ1 inh inactive, JMJD2E inh 2%, TRb SRC2 PPI -1%, GoLoco inh red 4%, TexasRed fluor 1% and Tau ThT inhib -6%.
For CS(=O)(=O)N(CC(=O)NC1CCCCC1)c1cccc(Cl)c1 the results were Tau fibril FP 4%, RECQ1 inh inactive, L3MBTL1 inh -12%, JMJD2E inh -1%, TRb SRC2 PPI 6%, GoLoco inh red -5%, TexasRed fluor -7% and Tau ThT inhib 2%.
For O=C(CN1C(=O)c2ccccc2C1=O)Nc1cccc2cccnc12 the results were Tau fibril FP -11%, RECQ1 inh -9%, JMJD2E inh 7%, TRb SRC2 PPI -2%, GoLoco inh red -7%, TexasRed fluor -4% and Tau ThT inhib -14%.
Screening Cc1c(-n2cccc2C=O)cccc1[N+](=O)[O-] returned Tau fibril FP 4%, RECQ1 inh inactive, L3MBTL1 inh 3%, JMJD2E inh 14%, TRb SRC2 PPI -2%, GoLoco inh red -10%, TexasRed fluor 1% and Tau ThT inhib 0%.
Screening COc1cc(Cl)c(C)cc1Nc1c2c(nc3ccccc13)CCC2 returned Tau fibril FP 0%, TRb SRC2 PPI -4%, TexasRed fluor 0% and Tau ThT inhib inconclusive.
Screening CCOC(=O)c1cnc2ccc(C(=O)OC)cc2c1NCCc1ccc(OC)c(OC)c1 returned Tau fibril FP 4%, RECQ1 inh -1%, L3MBTL1 inh 6%, JMJD2E inh inconclusive, TRb SRC2 PPI -5%, GoLoco inh red 10%, TexasRed fluor 1% and Tau ThT inhib -9%.
O=C(Nc1ccc(Cl)cc1)N1CCCN(Cc2ccc(F)cc2)C1 was read as Tau fibril FP inconclusive, RECQ1 inh inactive, JMJD2E inh 54%[activator], TRb SRC2 PPI -4%, GoLoco inh red -9%, TexasRed fluor -5% and Tau ThT inhib 3%.
For O=C(CN1C(=O)CCC1=O)Nc1nc(-c2cccs2)cs1 the results were Tau fibril FP 5%, RECQ1 inh inactive, L3MBTL1 inh -3%, JMJD2E inh 6%, TRb SRC2 PPI 1%, GoLoco inh red -6%, TexasRed fluor 3% and Tau ThT inhib 5%.
Screening COc1cc2cc(CNc3ccccc3)c(=O)n(CC(=O)Nc3ccc(C)c(Cl)c3)c2cc1OC returned Tau fibril FP 10%, TRb SRC2 PPI -10%, TexasRed fluor 1% and Tau ThT inhib 2%.
`COc1ccc(C(=O)CSc2c(C(C)C)cnc3c2c(=O)n(C)c(=O)n3C)cc1` gave Tau fibril FP 6%, TRb SRC2 PPI 4%, TexasRed fluor 0% and Tau ThT inhib -13%.
`C=CCSC1=N/C(=C\c2cc(OCC)c(OC(C)=O)c([N+](=O)[O-])c2)C(=O)S1` gave Tau fibril FP 6%, RECQ1 inh -3%, L3MBTL1 inh 1.4µM*, JMJD2E inh 4%, TRb SRC2 PPI 6%, GoLoco inh red -3%, TexasRed fluor -2% and Tau ThT inhib 13%.
For Cc1ccc(C(=O)N/C(=C\c2ccc(-c3cc(Cl)ccc3Cl)o2)C(=O)NCc2cccnc2)cc1 the results were Tau fibril FP inconclusive, RECQ1 inh inactive, L3MBTL1 inh 2%, JMJD2E inh inconclusive, TRb SRC2 PPI -9%, GoLoco inh red 13%, TexasRed fluor 0% and Tau ThT inhib inconclusive.
For Cc1[nH]c2ccccc2c1CN1CCc2ccccc2C1 the results were Tau fibril FP 15%, RECQ1 inh -6%, JMJD2E inh inconclusive, TRb SRC2 PPI -1%, GoLoco inh red 17%, TexasRed fluor 2% and Tau ThT inhib inconclusive.
For CC[n+]1c(/C=C/c2c[nH]c3ccccc23)ccc2cc(C)ccc21 the results were Tau fibril FP inconclusive, RECQ1 inh -10%, L3MBTL1 inh inconclusive, JMJD2E inh -11%, TRb SRC2 PPI 4%, GoLoco inh red 214%[activator], TexasRed fluor 0% and Tau ThT inhib 2µM*.
`CC(=O)Cc1nsc(NC(=O)c2ccco2)n1` gave Tau fibril FP 0%, RECQ1 inh 1%, JMJD2E inh 6%, TRb SRC2 PPI 1%, GoLoco inh red 5%, TexasRed fluor -2% and Tau ThT inhib -10%.
CCOC(=O)c1ccc(NC(=O)c2cnn3c(=O)c4c(n(CC)c23)CCN(Cc2ccc(OC)cc2)C4)cc1 was read as Tau fibril FP 7%, TRb SRC2 PPI 11%, TexasRed fluor 0% and Tau ThT inhib -4%.
For O=C(COc1cccc2c1CCN(Cc1ccccc1)C2=O)NCc1ccco1 the results were Tau fibril FP 3%, RECQ1 inh -1%, L3MBTL1 inh -5%, JMJD2E inh 2%, TRb SRC2 PPI 11%, GoLoco inh red 56%[activator], TexasRed fluor -2% and Tau ThT inhib 6%.
CC(C)c1ccc2oc(-c3ccc(NC(=O)c4cccc(Br)c4)cc3)nc2c1 was read as Tau fibril FP inconclusive, TRb SRC2 PPI 6%, TexasRed fluor -6% and Tau ThT inhib 5%.
Screening Cc1sc2ncnc(SCC(=O)c3cccs3)c2c1C returned Tau fibril FP -9%, RECQ1 inh -4%, L3MBTL1 inh 2%, JMJD2E inh 2%, TRb SRC2 PPI -1%, GoLoco inh red 8%, TexasRed fluor -5% and Tau ThT inhib -5%.
`COc1cccc2cc(/C(C)=N/Nc3nc(-c4cc(C)ccc4C)cs3)c(=O)oc12` gave Tau fibril FP 8%, RECQ1 inh -2%, L3MBTL1 inh -6%, JMJD2E inh 0%, TRb SRC2 PPI 3%, GoLoco inh red 28%, TexasRed fluor 0% and Tau ThT inhib inconclusive.
Screening COc1cccc(-c2nc(C=O)cs2)c1 returned Tau fibril FP -8%, RECQ1 inh -13%, L3MBTL1 inh 5%, JMJD2E inh 9%, TRb SRC2 PPI 1%, GoLoco inh red 4%, TexasRed fluor -3% and Tau ThT inhib -16%.
For Cc1ccc(NC(=O)CC2C(=O)OCC3CCCCN32)cc1Cl (stereo unspecified) the results were Tau fibril FP -3%, RECQ1 inh -15%, L3MBTL1 inh 4%, JMJD2E inh 0%, TRb SRC2 PPI -2%[53 µM], GoLoco inh red 4%, TexasRed fluor 0%[53 µM] and Tau ThT inhib 8%.
For O=C(Nc1ccc2c(c1)OCO2)C1CCCCN1S(=O)(=O)c1ccccc1 (stereo unspecified) the results were Tau fibril FP -1%, RECQ1 inh -5%, JMJD2E inh 4%, TRb SRC2 PPI 2%, GoLoco inh red 14%, TexasRed fluor 6% and Tau ThT inhib -15%.
COc1ccc(-c2coc3cc(O)ccc3c2=O)cc1OC was read as Tau fibril FP 0%, RECQ1 inh inactive, L3MBTL1 inh 1%, JMJD2E inh inconclusive, TRb SRC2 PPI -2%, GoLoco inh red 6%, TexasRed fluor -3% and Tau ThT inhib inconclusive.
`COc1nc2ccccc2c(=O)n1OCC(C)C` gave Tau fibril FP 2%, RECQ1 inh 2%, L3MBTL1 inh 1%, JMJD2E inh 4%, TRb SRC2 PPI -3%, GoLoco inh red -9%, TexasRed fluor -3% and Tau ThT inhib -8%.
`Oc1ccc(C[C@@H]2CNC(=S)N2CCc2cc(C(F)(F)F)cc(C(F)(F)F)c2)cc1` gave Tau fibril FP -3%, RECQ1 inh -14%, JMJD2E inh -9%, TRb SRC2 PPI 8%, GoLoco inh red -5%, TexasRed fluor 0% and Tau ThT inhib -2%.

Two consecutive entries from above, for reference:
For O=C(COc1cccc2c1CCN(Cc1ccccc1)C2=O)NCc1ccco1 the results were Tau fibril FP 3%, RECQ1 inh -1%, L3MBTL1 inh -5%, JMJD2E inh 2%, TRb SRC2 PPI 11%, GoLoco inh red 56%[activator], TexasRed fluor -2% and Tau ThT inhib 6%.
CC(C)c1ccc2oc(-c3ccc(NC(=O)c4cccc(Br)c4)cc3)nc2c1 was read as Tau fibril FP inconclusive, TRb SRC2 PPI 6%, TexasRed fluor -6% and Tau ThT inhib 5%.

The results go on.
`Cn1c(SCC(=O)Nc2nccs2)nnc1-c1ccco1` gave Tau fibril FP -8%, RECQ1 inh -3%, L3MBTL1 inh 4%, JMJD2E inh 1%, TRb SRC2 PPI 5%, GoLoco inh red 1%, TexasRed fluor 1% and Tau ThT inhib -8%.
For O=C(c1cc([N+](=O)[O-])cc([N+](=O)[O-])c1)N1CCCc2ccccc21 the results were Tau fibril FP -3%, RECQ1 inh inactive, L3MBTL1 inh -22%, JMJD2E inh 0%, TRb SRC2 PPI 3%, GoLoco inh red -4%, TexasRed fluor -11% and Tau ThT inhib -6%.
Screening Cc1sc2nc3c(C(=O)N4CCN(c5ccccn5)CC4)cccn3c(=O)c2c1C returned Tau fibril FP 7%, RECQ1 inh -17%, JMJD2E inh -11%, TRb SRC2 PPI -13%, GoLoco inh red -2%, TexasRed fluor -1% and Tau ThT inhib -9%.
Screening CC(C)COc1ccc(C(=O)NCC2OCCc3ccccc32)cc1 (stereo unspecified) returned Tau fibril FP 3%, TRb SRC2 PPI 3%, TexasRed fluor 6% and Tau ThT inhib inconclusive.
